GRK2 inh = compounds blocking aptamer binding on GRK2 – biochemical, human GRK2, bead flow cytometry, HTS, primary screen; Beta-adrenergic receptor kinase 1 (Homo sapiens), P25098; FAM-aptamer displacement from GRK2; inhibition of aptamer binding, % at 10 µM; 0.59% of 330,000 active; AID 488847, 2010;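 active means inhibition of aptamer binding above 40%, roughly 3 SD of noise, on plates passing a quality check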;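 further: median bead fluorescence of bound FAM aptamer so fluorescent compounds give negative values; no value below 0 was filed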
MCL1-BIM inh = inhibitors of MCL1 binding to BIM-BH3, primary screen, biochemical, fluorescence polarization | GST-MCL1 / FITC-Bim-BH3 fluorescence polarization | inhibition, % at 10.9 µM | 0.68% of 320,000 active | AID 2057, 2009;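 active means inhibition above the mean inhibition of all tested compounds plus 3 SD, set per campaign, cut at about 40% in these data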;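 further: 0% = DMSO wells and 100% = unlabeled Bim-BH3 peptide control; higher means more loss of mP so more displacement of Bim peptide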
Target sequence (Q07820 whole entry, looked up): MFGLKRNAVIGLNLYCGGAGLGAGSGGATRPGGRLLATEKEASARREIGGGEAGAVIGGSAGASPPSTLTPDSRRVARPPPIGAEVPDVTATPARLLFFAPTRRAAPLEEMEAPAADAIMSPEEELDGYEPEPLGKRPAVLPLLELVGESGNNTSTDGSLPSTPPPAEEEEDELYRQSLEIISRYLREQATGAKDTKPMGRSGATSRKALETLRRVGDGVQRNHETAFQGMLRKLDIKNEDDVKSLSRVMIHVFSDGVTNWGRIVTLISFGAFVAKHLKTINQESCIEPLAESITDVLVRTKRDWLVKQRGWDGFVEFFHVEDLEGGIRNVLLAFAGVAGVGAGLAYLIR
MEX-5 binding = MEX-5 zinc finger RNA-binding disruptors – biochemical, C. elegans, fluorescence polarization, MLPCN library, primary screen; MEX-5/FITC-TCR2 RNA binding; hits give low values; activity score (negative = inhibition of binding), % at 10 µM; Zinc finger protein mex-5 (Caenorhabditis elegans), Q9XUB2; 0.38% of 300,000 active;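 active means inhibition past about -25% in most replicates, and total fluorescence under double the plate's negative control median, limit read from the data; inconclusive means replicates evenly split on the limit, or fluorescence at least double controls; inactive means too little inhibition in most replicates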;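 further: 0% = DMSO and -100% = 5 µM competing unlabeled TCR2 RNA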
Fam108B counter = mouse Fam108B serine hydrolase inhibitors, primary screen, counter-screen for RBBP9 inhibitor project, biochemical, fluorescence polarization; AID 1947, 2009; recombinant Fam108B, FP-Rh probe fluorescence polarization; inhibition, % at 9.51 µM; 0.33% of 300,000 active;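 active means inhibition above the screen mean inhibition plus 3 SD, computed separately per campaign, cut at about 18% in these data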;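 further: inhibitors lower polarization as less probe binds the enzyme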
Efflux pump mplx = inhibitors of Candida efflux pumps in yeast, primary screen, S. cerevisiae, Nile Red, multiplex; S. cerevisiae Candida pump triplex; inhibition, % at 10 µM; 0.44% of 330,000 active; AID 485275, 2010;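 active means plate passing quality check with inhibition over a set limit, or well fluorescence over plate mean plus 4 SD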;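 further: Nile Red retained in pooled yeast measured as flow cytometry median fluorescence; 0% = buffer negative control and 100% = Enniatin B positive control; higher means more Nile Red kept so more efflux inhibition; some compounds called inactive have numbers as strong as hits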
GLD-1 RNA inh = GLD-1/TGE RNA complex disruptors, primary screen, biochemical, fluorescence polarization. purified GLD-1 + fluorescein TGE RNA. inhibition, % at 5.96 µM. 0.44% of 320,000 active;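 active means percent inhibition above a per-plate cutoff, the plate mean of test compounds plus 3 SD, cut at about 30% in these data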;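 further: 0% = DMSO wells with GLD-1 and probe and 100% = wells lacking GLD-1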
Target sequence (Q17339 whole entry, looked up): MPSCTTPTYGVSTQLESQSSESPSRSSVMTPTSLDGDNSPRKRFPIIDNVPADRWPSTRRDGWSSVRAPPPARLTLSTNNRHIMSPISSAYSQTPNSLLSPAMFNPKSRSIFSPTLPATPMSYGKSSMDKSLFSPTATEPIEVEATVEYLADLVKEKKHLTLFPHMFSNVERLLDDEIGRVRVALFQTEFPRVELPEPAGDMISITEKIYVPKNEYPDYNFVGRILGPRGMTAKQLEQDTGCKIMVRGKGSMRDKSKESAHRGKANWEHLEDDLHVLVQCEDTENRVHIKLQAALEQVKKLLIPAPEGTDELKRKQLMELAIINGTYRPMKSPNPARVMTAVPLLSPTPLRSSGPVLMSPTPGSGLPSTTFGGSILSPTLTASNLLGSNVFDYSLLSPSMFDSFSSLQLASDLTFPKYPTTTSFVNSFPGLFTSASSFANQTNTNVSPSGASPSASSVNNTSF
VLA-4 inh = inhibition in human VLA-4 binding assay, primary screen, VLA-4 allosteric modulator project, MLPCN library, flow cytometry, VLA-4 expressing cells; Integrin alpha-4 (Homo sapiens), P13612; 0.2% of 330,000 active; ligand binding flow cytometry; inhibition, % (about 7 µM as worked out from the volumes in the protocol); in the data active means inhibition above about 50%
PME-1 primary = PME-1 inhibitors via competitive probe labeling, primary screen, biochemical, fluorescence polarization, FP-Rh probe, HTS; inhibition, % at 5.9 µM; 0.53% of 320,000 active; recombinant PME-1;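 active means inhibition above the campaign mean of all compounds plus 3 SD, cut at about 26% in these data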;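 further: competitive labeling of PME-1 active site by serine hydrolase directed probe; 0% = PME-1 with DMSO and 100% = wells lacking PME-1 enzyme; inhibitors block probe labeling so polarization falls and inhibition rises; many of its hits are not listed in these tables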
Bcl-xL primary = inhibitors of human Bcl-xL, primary screen, biochemical, fluorescence polarization, HTS | Bcl-2-like protein 1 (Homo sapiens), Q07817 | GST-Bcl-xL / FITC-Bim BH3 peptide fluorescence polarization | inhibition, % at 10.9 µM | 0.7% of 320,000 active;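 active means inhibition above the mean of all tested compounds plus 3 SD, cutoff set per campaign, cut at about 30% in these data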;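 further: 0% = DMSO wells and 100% = unlabeled Bim-BH3 peptide competitor; inhibitors lower millipolarization by displacing the labeled peptide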
Target sequence (Q07817 whole entry, looked up): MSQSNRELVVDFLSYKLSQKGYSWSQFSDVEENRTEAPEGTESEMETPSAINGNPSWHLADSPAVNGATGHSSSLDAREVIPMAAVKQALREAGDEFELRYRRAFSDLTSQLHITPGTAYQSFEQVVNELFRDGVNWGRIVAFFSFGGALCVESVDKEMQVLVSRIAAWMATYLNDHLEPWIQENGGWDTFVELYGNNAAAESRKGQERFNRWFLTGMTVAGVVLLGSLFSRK
* hit, by the source's call.

How did COc1ccc(C(CCN)c2ccc3c(c2)OCO3)cc1 (stereo not given) do in these assays?
GRK2 inh: 0.0; MCL1-BIM inh: -6.0; MEX-5 binding: 5.7; Fam108B counter: -0.7; Efflux pump mplx: -1.7; GLD-1 RNA inh: 1.4; VLA-4 inh: 4.7; PME-1 primary: -2.2; Bcl-xL primary: 0.5

What do the screens show for `CC(=O)NC1(NC(C)=O)CCN(C)CC1`?
GRK2 inh: 2.0; MCL1-BIM inh: 3.1; MEX-5 binding: -0.4; Fam108B counter: 0.1; Efflux pump mplx: 0.0; GLD-1 RNA inh: 5.4; VLA-4 inh: 3.8; PME-1 primary: 5.8; Bcl-xL primary: 2.3

Results for COC(=O)c1ccc(CO/N=C2\CCCc3nonc32)cc1 ?
GRK2 inh: 2.0; MCL1-BIM inh: 4.9; MEX-5 binding: 1.3; Fam108B counter: -3.2; Efflux pump mplx: 0.2; GLD-1 RNA inh: -1.0; VLA-4 inh: 6.3; PME-1 primary: -4.9; Bcl-xL primary: 4.0

How did CCC(C)(C)n1nnnc1C(C(C)C)N(CCCO)Cc1cc2cc(C)ccc2[nH]c1=O (stereo not given) do in these assays?
GRK2 inh: 0.0; MCL1-BIM inh: -4.5; MEX-5 binding: 1.4; Fam108B counter: -3.1; Efflux pump mplx: 0.0; GLD-1 RNA inh: 4.2; VLA-4 inh: -0.9; PME-1 primary: 4.7; Bcl-xL primary: -1.3

What do the screens show for `O=C(C1CCC(CNS(=O)(=O)c2cccs2)CC1)N1CCN(c2ccc(F)cc2)CC1` (stereo not given)?
GRK2 inh: 0.0; MCL1-BIM inh: -0.7; MEX-5 binding: 1.4; Fam108B counter: -1.0; Efflux pump mplx: 0.1; GLD-1 RNA inh: 1.6; VLA-4 inh: -3.5; PME-1 primary: 5.2; Bcl-xL primary: 2.5

How did Fc1ccc(N/N=C/c2ccncc2)c(F)c1 do in these assays?
GRK2 inh: 2.0; MCL1-BIM inh: 3.6; MEX-5 binding: 0.7; Fam108B counter: 0.6; Efflux pump mplx: -0.1; GLD-1 RNA inh: 2.2; VLA-4 inh: 1.8; PME-1 primary: 1.7; Bcl-xL primary: 4.4

What do the screens show for `N#Cc1ccccc1CSc1ccccn1`?
GRK2 inh: 3.0; MCL1-BIM inh: 0.2; MEX-5 binding: 1.0; Fam108B counter: 2.2; Efflux pump mplx: 0.0; GLD-1 RNA inh: 1.6; VLA-4 inh: -11.6; PME-1 primary: 6.1; Bcl-xL primary: 1.1

How did N#Cc1ccc(OCC(=O)OCC(=O)Nc2cc(C(F)(F)F)ccc2N2CCOCC2)cc1 do in these assays?
GRK2 inh: 1.0; MCL1-BIM inh: -3.3; MEX-5 binding: 0.6; Fam108B counter: 3.9; Efflux pump mplx: 0.1; GLD-1 RNA inh: -2.0; VLA-4 inh: -1.0; PME-1 primary: -3.8; Bcl-xL primary: -1.1

Results for Cc1ccc(S(=O)(=O)NCCNC(=O)c2cc(OCC(F)(F)F)ccc2OCC(F)(F)F)cc1 ?
GRK2 inh: 0.0; MCL1-BIM inh: 2.8; MEX-5 binding: -2.1; Fam108B counter: 3.1; Efflux pump mplx: -0.2; GLD-1 RNA inh: 1.4; VLA-4 inh: 3.1; PME-1 primary: -5.1; Bcl-xL primary: 5.8

How did CC[C@@H]1C/C=C\Cc2ccccc2[C@@H](C(=O)C[C@H](O)CC(C)=O)OC1=O do in these assays?
GRK2 inh: 0.0; Efflux pump mplx: -0.2; GLD-1 RNA inh: 1.3; VLA-4 inh: -5.0

Results for COc1ccc(/C=C/C(=O)NC(=S)NNC(=O)c2cnccn2)cc1 ?
GRK2 inh: 1.0; MCL1-BIM inh: 3.0; MEX-5 binding: -1.9; Fam108B counter: -3.5; Efflux pump mplx: 0.1; GLD-1 RNA inh: -1.3; VLA-4 inh: -25.4; PME-1 primary: 2.9; Bcl-xL primary: -4.3

What do the screens show for `O=C(CNC(=O)c1ccc(Cl)cc1)c1ccc(Br)cc1`?
GRK2 inh: 3.0; MCL1-BIM inh: -12.6; MEX-5 binding: -0.4; Fam108B counter: 2.9; Efflux pump mplx: 0.3; GLD-1 RNA inh: -5.7; VLA-4 inh: 23.9; PME-1 primary: -1.6; Bcl-xL primary: -2.2

Results for COc1cccc(NC(=S)N2CCN(C)CC2)c1 ?
GRK2 inh: 0.0; MCL1-BIM inh: 14.6; MEX-5 binding: 1.0; Fam108B counter: 3.6; Efflux pump mplx: -0.2; GLD-1 RNA inh: -3.6; VLA-4 inh: -4.7; PME-1 primary: 6.7; Bcl-xL primary: 2.8

What do the screens show for `CCCNc1c(NS(=O)(=O)c2ccc(C)cc2C)c(=O)oc2ccccc12`?
GRK2 inh: 10.0; MCL1-BIM inh: -1.4; MEX-5 binding: -2.2; Fam108B counter: 0.1; Efflux pump mplx: 0.1; GLD-1 RNA inh: -1.2; VLA-4 inh: 10.9; PME-1 primary: 15.2; Bcl-xL primary: -1.9

Results for CCOC(=O)CNS(=O)(=O)c1ccc2c3c(cccc13)C(=O)N2CC ?
GRK2 inh: 2.0; MCL1-BIM inh: -2.5; MEX-5 binding: 4.2; Fam108B counter: 2.3; Efflux pump mplx: -0.1; GLD-1 RNA inh: 5.4; VLA-4 inh: -9.3; PME-1 primary: -0.1; Bcl-xL primary: 1.7

How did CC(=O)CSc1cc(-c2ccccc2)nc2ncnn12 do in these assays?
GRK2 inh: 1.0; MCL1-BIM inh: 5.3; MEX-5 binding: 1.5; Fam108B counter: 0.3; Efflux pump mplx: 0.0; GLD-1 RNA inh: -1.5; VLA-4 inh: 4.6; PME-1 primary: -4.6; Bcl-xL primary: 4.8

What do the screens show for `Cc1ccc(C(=O)Oc2oc(-c3ccccc3)nc2C=Nc2ccc(N(C)C)cc2)cc1`?
GRK2 inh: 1.0; MCL1-BIM inh: -38.0; MEX-5 binding: inconclusive; Fam108B counter: -3.5; Efflux pump mplx: 0.3; GLD-1 RNA inh: -21.5; VLA-4 inh: -0.5; PME-1 primary: -6.1; Bcl-xL primary: -19.3

What do the screens show for `CCn1c(COc2cccc(OC)c2)nnc1SCC(=O)N1CCOCC1`?
GRK2 inh: 0.0; MCL1-BIM inh: -5.4; MEX-5 binding: 0.7; Fam108B counter: -0.9; Efflux pump mplx: 0.0; GLD-1 RNA inh: -1.1; VLA-4 inh: 2.9; PME-1 primary: -4.7; Bcl-xL primary: -3.2

Results for O=C(Nc1cc(Cl)cc(Cl)c1)C1CCCC1 ?
GRK2 inh: 7.0; MCL1-BIM inh: 2.0; MEX-5 binding: 1.2; Fam108B counter: -1.1; Efflux pump mplx: -0.1; GLD-1 RNA inh: 10.6; VLA-4 inh: 7.1; PME-1 primary: -4.6; Bcl-xL primary: 3.7

What do the screens show for `COc1ccccc1CCNC(=O)C1CCCO1` (stereo not given)?
GRK2 inh: 0.0; MCL1-BIM inh: 8.5; Fam108B counter: 3.5; Efflux pump mplx: 0.2; GLD-1 RNA inh: 0.1; VLA-4 inh: 3.0; PME-1 primary: 1.3; Bcl-xL primary: -0.4

What do the screens show for `Cc1[nH]n(-c2ccccc2)c(=S)c1C=NCCCN=Cc1c(C)[nH]n(-c2ccccc2)c1=S`?
GRK2 inh: 0.0; MCL1-BIM inh: -23.7; MEX-5 binding: -1.2; Fam108B counter: 3.4; Efflux pump mplx: 0.0; GLD-1 RNA inh: -0.9; VLA-4 inh: 34.0; PME-1 primary: 3.5; Bcl-xL primary: -19.2

What do the screens show for `CC(C)(C)c1ccc(OCC(=O)N/N=C/c2ccc(N3CCOCC3)cc2)cc1`?
GRK2 inh: 0.0; MCL1-BIM inh: 1.6; MEX-5 binding: 0.7; Fam108B counter: -1.6; Efflux pump mplx: 0.0; GLD-1 RNA inh: 5.0; VLA-4 inh: 17.0; PME-1 primary: 5.3; Bcl-xL primary: -1.2

Results for COc1cc(CN2CCC(n3nccc3NC(=O)CCCc3ccccc3)CC2)ccc1F ?
GRK2 inh: 0.0; MCL1-BIM inh: 1.8; MEX-5 binding: 5.1; Fam108B counter: 0.3; Efflux pump mplx: 0.2; GLD-1 RNA inh: 3.7; VLA-4 inh: 1.4; PME-1 primary: -3.9; Bcl-xL primary: 0.5

What do the screens show for `CC(=O)c1cc(CN2CCC(N3CCC(C(=O)N4CCCC4)CC3)CC2)cs1`?
GRK2 inh: 0.0; MCL1-BIM inh: 3.2; MEX-5 binding: 6.1; Fam108B counter: -2.0; Efflux pump mplx: 0.3; GLD-1 RNA inh: -2.1; VLA-4 inh: 1.7; PME-1 primary: -1.2; Bcl-xL primary: 2.4

What do the screens show for `CC(=O)c1ccc(NC(=O)COC(=O)Cn2cnc3ccccc32)cc1`?
GRK2 inh: 0.0; Efflux pump mplx: -0.1; GLD-1 RNA inh: 4.7; VLA-4 inh: 4.4

How did Cc1nnc(NC(=O)c2ccc3ccccc3c2)o1 do in these assays?
GRK2 inh: 0.0; MCL1-BIM inh: 2.9; Fam108B counter: 1.7; Efflux pump mplx: 0.0; GLD-1 RNA inh: -5.2; VLA-4 inh: -6.1; PME-1 primary: -4.1; Bcl-xL primary: 0.1

What do the screens show for `O=S(=O)(c1ccc(Cl)cc1)N1CCN(C2CCN(Cc3ccccc3)CC2)CC1`?
GRK2 inh: 0.0; MCL1-BIM inh: 3.5; MEX-5 binding: 0.6; Fam108B counter: 0.5; Efflux pump mplx: -0.1; GLD-1 RNA inh: 2.2; VLA-4 inh: 14.7; PME-1 primary: 1.3; Bcl-xL primary: 4.8

How did Cc1ccc(S(=O)(=O)N2CCCC2C(=O)OCc2nc3ccccc3s2)cc1 (stereo not given) do in these assays?
GRK2 inh: 0.0; MCL1-BIM inh: -9.8; MEX-5 binding: 1.0; Fam108B counter: -0.2; Efflux pump mplx: 0.2; GLD-1 RNA inh: -2.3; VLA-4 inh: -0.6; PME-1 primary: 9.6; Bcl-xL primary: 2.3

Results for Cc1ccc(OCc2cc(C(=O)NC3CCCCC3)no2)cn1 ?
GRK2 inh: 1.0; MCL1-BIM inh: -5.7; MEX-5 binding: -1.5; Fam108B counter: -2.8; Efflux pump mplx: 0.4; GLD-1 RNA inh: 5.8; VLA-4 inh: -5.3; PME-1 primary: 0.2; Bcl-xL primary: -1.2

How did CCOC(=O)c1nn(-c2ccccc2)c2nnc(Cc3ccc(C)cc3)c(=O)n12 do in these assays?
GRK2 inh: 0.0; MCL1-BIM inh: 3.5; MEX-5 binding: -0.8; Fam108B counter: -1.7; Efflux pump mplx: -0.1; GLD-1 RNA inh: 5.5; VLA-4 inh: 14.4; PME-1 primary: 3.0; Bcl-xL primary: 2.9

What do the screens show for `CCc1ccc(N(C(=O)c2snc(C(N)=O)c2N)C(C(=O)NC2CCCC2)c2ccncc2)cc1` (stereo not given)?
GRK2 inh: 2.0; MCL1-BIM inh: -3.7; MEX-5 binding: -1.9; Fam108B counter: -2.3; Efflux pump mplx: 0.0; GLD-1 RNA inh: 6.9; VLA-4 inh: -16.9; PME-1 primary: -4.6; Bcl-xL primary: -0.8

What do the screens show for `O=C(NCCS(=O)(=O)N1CCN(c2cccc(Cl)c2)CC1)C1CCCC1`?
GRK2 inh: 1.0; MCL1-BIM inh: 8.7; MEX-5 binding: 0.6; Fam108B counter: -0.1; Efflux pump mplx: 0.2; GLD-1 RNA inh: 3.3; VLA-4 inh: 11.6; PME-1 primary: 4.9; Bcl-xL primary: 6.1

This is a subset; the hit share may differ from the screen's.
